# Tau ThT inhib – tau fibrillization inhibition (ThT binding). AID 1460. recombinant tau K18 P301L, heparin-induced fibrillization, ThT fluorescence. actives 2.1% (n = 270,000). Potency, µM (top dose mostly 57.4 µM), inactives show at the top dose activity, negative = inhibition, actives largely listed as inhibitors; further: on the % scale 0 is the no-effect control and ±100 the full control effect; nearly all actives have a fitted effect of over 55% in size
# Target sequence (P10636 561-689 P618L limits assumed): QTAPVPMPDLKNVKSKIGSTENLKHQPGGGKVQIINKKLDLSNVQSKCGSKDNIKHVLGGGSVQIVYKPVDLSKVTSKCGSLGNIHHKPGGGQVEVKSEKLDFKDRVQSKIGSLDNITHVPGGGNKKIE
#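 K18 P301L tau (15 uM + 0.24 uM Alexa 594-tagged), heparin 20 uM, NaOAc pH 7, 6 h 37 C; ThT 30 uM, 1 h RT, ex 450/em 510 nm.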
# ALDH1A1 block – blocks purified human ALDH1A1 activity; Purified ALDH1A1, NADH fluorescence, propionaldehyde substrate; Potency, µM (titrated, usually from 75.3 µM), inactives show at the highest dose activity, negative = inhibition, hits mostly inhibitors; actives 7.3% (n = 220,000); active means well fitted inhibition curve with a large enough effect, not every such curve was filed as active; inconclusive means small, poorly fitted or top-dose-only effect, or another doubt; inactive means no such curve, though single readings can be large or run the other way;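 further: plate controls were no enzyme wells and a reference inhibitor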
# Target sequence (P00352 whole entry, looked up): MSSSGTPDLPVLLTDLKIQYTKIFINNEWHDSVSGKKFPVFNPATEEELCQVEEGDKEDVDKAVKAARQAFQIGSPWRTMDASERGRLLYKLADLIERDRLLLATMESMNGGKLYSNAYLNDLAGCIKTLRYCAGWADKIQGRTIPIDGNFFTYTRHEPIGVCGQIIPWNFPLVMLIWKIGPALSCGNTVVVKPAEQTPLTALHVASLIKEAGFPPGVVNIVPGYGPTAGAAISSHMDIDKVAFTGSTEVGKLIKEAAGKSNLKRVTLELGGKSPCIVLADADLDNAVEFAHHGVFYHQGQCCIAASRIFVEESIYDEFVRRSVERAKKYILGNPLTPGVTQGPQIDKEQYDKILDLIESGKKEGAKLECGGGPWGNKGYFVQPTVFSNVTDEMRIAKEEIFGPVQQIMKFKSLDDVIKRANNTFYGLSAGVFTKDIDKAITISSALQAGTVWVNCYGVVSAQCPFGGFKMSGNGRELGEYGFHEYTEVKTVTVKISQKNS
# HTT cytoprotect – cytoprotection in Huntington HTT-Q103 PC12 cell model. PC12 HTT-Q103 induced, cytoprotection, ATP luminescence, 40 h. Potency, µM (highest dose often 56.4 µM), inactives show cytoprotection (ATP increase), most hits filed as activators. actives 0.14% (n = 230,000). AID 1471;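 further: % of control where 0% means no effect; nearly all actives have a fitted effect of over 45% in size; toxic huntingtin expression switched on by the ecdysone agonist tebufenozide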
#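 ATP quantification (ATPlite) reports survival of PC12 cells in which tebufenozide, 100 nM final, switches on Htt exon 1 with 103 glutamines linked to GFP; compounds are titrated.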
# HTT aggregate – reduces HttQ103-GFP aggregates in PC12 cells. PC12 HttQ103-GFP aggregates, Acumen cytometry, 40 h. Potency, µM (doses to about 46.1 µM), without a hit: at the highest dose activity change, negative = inhibition, usual class: inhibitors. actives 1.1% (n = 220,000). AID 1688; further: on the % scale 0 is the no-effect control and ±100 the full control effect; nearly all actives have a fitted effect of over 60% in size
#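 Quantitative HTS on tebufenozide-induced (100 nM) PC12 cells stably expressing polyQ103 Huntingtin exon 1–GFP. Reduction of bright GFP aggregates, detected by laser scanning cytometry after lysis, identified actives across the titration.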
# Tau fibril FP – tau fibrillization inhibition (FP). AID 1468. P10636. K18 P301L tau heparin fibrillization, Alexa594 FP, 6 h. Potency, µM (titrated, usually from 57.7 µM), without a hit: at the highest dose activity, negative = inhibition, most hits filed as inhibitors. actives 0.39% (n = 280,000); further: on the % scale 0 is the no-effect control and ±100 the full control effect; nearly all actives have a fitted effect of over 55% in size
#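 Human tau K18 […] P301L fragment, 15 uM unlabeled plus 0.24 uM Alexa 594-labeled tau (final), with compound and 20 uM heparin in 100 mM sodium acetate pH 7; 6 hr at 37 C, then Alexa 594 FP read.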
# SMN2 splice enh – enhancers of SMN2 splice variant expression. HEK293 SMN2-luciferase splicing reporter, luminescence, 30-36 h. Potency, µM (doses to about 46.1 µM), without a hit: at the top dose activity change, positive = activation, hits mostly activators. actives 2.8% (n = 210,000); further: % of control where 0% means no effect; nearly all actives have a fitted effect of over 55% in size
#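 HEK293 cells carry an SMN2 […]–luciferase reporter in which exon 7 inclusion puts luciferase in frame. Cells were plated 10-12 h before compound addition, then incubated 30-36 h at 37C. ONE-Glo luminescence was read; sodium butyrate at 4.5 mM final served as control.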
# JMJD2E inh – JMJD2E (human) inhibition; B2RXH2; JMJD2E catalytic domain, FDH-coupled NADH fluorescence (FDH is formaldehyde dehydrogenase); Potency, µM (top dose mostly 57.1 µM), without a hit: at the highest dose activity change, negative = inhibition, hits mostly inhibitors; actives 1.6% (n = 230,000); active means well fitted inhibition curve with a large enough effect, not every such curve was filed as active; inconclusive means small, poorly fitted or top-dose-only effect, or another doubt; inactive means no such curve, though single readings can be large or run the other way;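 further: 0% = wells with enzyme and -100% = buffer wells without enzyme; nearly all actives have a fitted effect of over 50% in size; many of its hits are not listed in these tables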
# Target sequence (B2RXH2 1-337 limits assumed): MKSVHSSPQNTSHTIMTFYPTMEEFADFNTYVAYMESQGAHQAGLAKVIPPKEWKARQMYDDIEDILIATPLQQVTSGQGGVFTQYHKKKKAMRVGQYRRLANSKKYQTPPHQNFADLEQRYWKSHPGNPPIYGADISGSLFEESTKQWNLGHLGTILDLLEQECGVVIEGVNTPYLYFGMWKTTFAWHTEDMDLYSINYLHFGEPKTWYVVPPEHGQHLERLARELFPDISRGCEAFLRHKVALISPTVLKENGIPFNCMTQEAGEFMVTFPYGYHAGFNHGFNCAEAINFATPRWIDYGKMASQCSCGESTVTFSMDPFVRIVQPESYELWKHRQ
# Tau fluor counter – counter-screen for tau fibril formation inhibitors; Potency, µM (doses to about 57.7 µM), for the others: at the highest dose activity change, negative = decrease; tau K18 P301L (four-repeat tau fragment) Alexa594 fluorescence, heparin fibrillization; actives 0.93% (n = 280,000); further: on the % scale 0 is the no-effect control and ±100 the full control effect; nearly all actives have a fitted effect of over 55% in size
#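 Human K18 P301L tau (15 uM unlabeled plus 0.24 uM Alexa 594-labeled, final) in 100 mM sodium acetate pH 7 was mixed with compound and 20 uM heparin and incubated 6 hr at 37 C.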
# * marks the source's active call; other numbers are inactive results; u = inconclusive; x = not tested or not shown; & = joins results of further samples; [ ] = dose if it differs, or a comment. Unless noted, the call rests on the fitted dose curve; in most records, active means well fitted curve in the direction sought with a large enough effect; inconclusive means small, poorly fitted or top-dose-only effect, or another doubt; inactive means no such curve, though single readings can be large; an effect the other way counts as inactive or inconclusive. Potency means the concentration at half of the fitted maximal effect.
SMILES,Tau ThT inhib,ALDH1A1 block,HTT cytoprotect,HTT aggregate,Tau fibril FP,SMN2 splice enh,JMJD2E inh,Tau fluor counter
Cc1ccc2[nH]c(=O)c(CNC(C)C)cc2c1,9%,u,-10%[0.074 µM],-14%,-5%,1%,u,0%
Cc1ccc(C(=O)O/N=C(\c2ccccc2)c2cccnc2)cc1,-19%,u,-2%[10 µM],12%,-11%,-10%,6%,-18%
CCOC(=O)c1c(C)[nH]c(C(=O)COC(=O)c2ccccn2)c1C,-10%,u,12%,-8%,-4%,-10%,-6%,-5%
CCc1cccc2c(C(=O)Cn3nnc(-c4ccc(OC)c(OC)c4)n3)c[nH]c12,-21%,u,13%[10 µM],13%,-22%,-9%,-7%,u
CC(C)c1ccccc1NC(=S)NCc1ccccc1F,-3%,6%,38%[10 µM],19%,6%,17%,-4%,-6%
CCn1c(SCc2nc3sc(C(=O)O)c(C)c3c(=O)[nH]2)nc2ccccc21,u,u,13%,5%,1%,-3%,-4%,-10%
COC(=O)c1[nH]c2ccc(C)cc2c1NC(=O)CN1CCN(C(=O)c2ccccc2)CC1,-5%,u,-19%[10 µM],5%,5%,-18%,u,-8%
Cc1cc(C)cc(OCC(=O)O/N=C(\N)Cc2ccc([N+](=O)[O-])cc2)c1,u,10µM*,2%[10 µM],-1%[9.22 µM],-2%,x,u,-28%
Cc1cnn(-c2ccc3nnc(-c4ccc(Br)cc4)n3n2)c1,-3%,5%,-4%,u,0%,-2%,8%,-2%
COc1ccc(CCNC(=O)C(=O)NCc2ccc(C)cc2)cc1OC,-3%,3.2µM*,1%[10 µM],1%,1%,-7%,3%,-5%
COc1ccc(CNc2nc(NCc3ccc(OC)cc3)n(C(=O)c3ccncc3)n2)cc1,u,u,-1%[10 µM],-1%[9.22 µM],-4%,x,u,-16%
CCC(=O)c1ccc(OCCn2cnc3ccccc32)cc1,-21%,-9%,11%[10 µM],-9%,-6%,-50%[inhibitor],0%,-8%
Cc1cc(C)nc(NC(=NCCc2c[nH]c3ccccc23)NC(=O)C(C)(C)C)n1,-22%,x,-8%[10 µM],5%[9.22 µM],6%,x,-7%,u
Cc1ccc(N2CC(C(=O)Nc3cc(C)on3)CC2=O)cc1 (stereo unspecified),-4%,-4%,13%,7%,-4%,5%,0%,-4%
CC1CCN(C2CCN(C(=O)c3ccccc3F)CC2)CC1,1%,x,-5%[10 µM],-5%[9.22 µM],0%,x,u,3%
COC(=O)CCNc1n[nH]c(=O)[nH]c1=O,3%,8%,x,-1%,-1%,14%,5%,6%
Cc1cc(F)c(F)c(C(=O)N2CCN(C)CC2)c1Cl,1%,0%,-1%,-5%,0%,2%,-4%,3%
CCCCN(CC)Cc1ccc(CNC(=O)Nc2ccc(OCC)cc2)o1,-11%,17%,8%,13%[1.84 µM],8%,0%,8%,-10%
COC(=O)c1cn(NC(=O)CCC2CCCC2)c(=O)c2ccccc12,-9%,u,-4%,-8%,8%,-4%,u,-10%
COc1ccc(C2C=C(C34CC5CC(CC(C5)C3)C4)NC(=S)N2)cc1 (stereo unspecified),-10%,4µM*,u,-16%,-5%,-25%,u,-10%
O=C(O)CCC(=O)Nc1ccc(NC(=O)c2ccc(Cl)cc2Cl)c(Cl)c1,-2%,5%,7%[10 µM],5%[9.22 µM],4%,-10%,19%,3%
Cc1ccccc1Oc1ccccc1N,-6%,-8%,2%,11%,2%,0%,-6%,-15%
CC(C)NC(=O)NS(=O)(=O)c1cnccc1N1CCCCC1,-2%,-7%,16%[1.9 µM],-4%,u,-4%,0%,-4%
CCN=C(Nc1cccc(F)c1)SC1CC(=O)N(c2ccc(OC)cc2)C1=O (stereo unspecified),4%,u,-17%,-12%,-10%,-14%,7%,u
COc1ccc(/C=C/c2nnc(NC(=O)C(C)C)s2)cc1,-17%,x,-27%[10 µM],3%[9.22 µM],-8%,x,u,-5%
N#Cc1ccc(NC(=O)CCc2nc3ccccc3s2)cc1,0%,10%,31%[10 µM],-4%,-1%,9%,0%,-5%
COc1cc(CNCc2ccc(SC)cc2)cc(OC)c1,7%,-2%,2%[10 µM],-1%,-5%,x,-27%,-2%
Cc1ccc(-n2nnnc2SCC(=O)Nc2cccc(NC(=O)c3ccco3)c2)cc1C,-15%,u,-29%[10 µM],10µM*,-10%,x,u,-16%
Cc1c(C)c2ccc(OS(C)(=O)=O)cc2oc1=O,1%,-4%,5%[0.074 µM],8%,1%,-8%,8%,-4%
O=C(CCNS(=O)(=O)c1ccc(Br)cc1)NCc1cccs1,-5%,2%,-7%,-13%,2%,-7%,9%,-8%
Cc1c(N2C(=O)CSC23C(=O)Nc2ccccc23)c(=O)n(-c2ccccc2)n1C (stereo unspecified),-3%,11%,-2%,-3%,0%,-1%,4%,2%
c1ccc(Sc2ncnc3ccccc23)cc1,-15%,x,28%[10 µM],-7%[9.22 µM],-4%,x,-7%,-8%
O=S1(=O)C=CC(Sc2nc3ccccc3[nH]2)C1 (stereo unspecified),-13%,u,-27%[10 µM],20%,6%,18%,-17%,-1%
O=C(Nc1ccc(F)c(F)c1)c1oc2ccccc2c1NC(=O)C1CCCO1 (stereo unspecified),9%,u,-75%[inhibitor],-19%,u,10%,-4%,-21%
CN(C)CCCNc1oc(-c2ccc(Cl)cc2)nc1C#N,-7%,u,-3%&-36%[10 µM],-2%,15%,9%,-6%,-14%
CN1CCN(C(=O)c2ccc(N(Cc3ccc(Cl)cc3)S(C)(=O)=O)cc2)CC1,2%,9%,12%[10 µM],-3%,2%,11%,10%,-2%
COCCNc1nnc(SCC(=O)Nc2cc(-c3ccccc3)nn2-c2ccccc2)s1,-6%,-7%,-13%[10 µM],-19%,5%,23%,1%,-8%
NCCC[C@@H](CC(=O)N[C@@H]1CCCC[C@H]1C(=O)N[C@H](CC(=O)N[C@@H](CCC(=O)O)CC(=O)O)Cc1ccccc1)NC(=O)C[C@H](CO)NC(=O)[C@@H]1CCCC[C@H]1N,-4%,-9%,-5%[1.9 µM],x,-1%,13%,-13%,-1%
CCc1cc2cc(C)c(C)cc2nc1SCC(=O)Nc1cc(C)on1,3%,12%,26%[10 µM],-7%[9.22 µM],-11%,-11%,4%,-2%
Cc1cc(C(=O)COC(=O)c2ccc3c(c2)NC(=O)CS3)c(C)n1CCc1ccc(Cl)cc1,-5%,8%,2%,-8%[9.22 µM],8%,-33%[inhibitor],-2%,-11%
CS(=O)(=O)N(CC(=O)Nc1ccc(S(=O)(=O)N2CCCC2)cc1)c1ccccc1F,4%,-9%,x,5%,-5%,4%,-15%,-11%
COc1ccc(Cl)cc1C(=O)NNC(=O)CSc1nnc2ccccn12,0%,11%,-25%[10 µM],u,-1%,5%,u,2%
COc1ccc(CCC(=O)N2CCCSC2=Nc2ccc(C(C)=O)cc2)cc1,3%,6%,14%[10 µM],3%,5%,x,-1%,-3%
Cc1cc(C(=O)OCC(=O)Nc2ccc(S(=O)(=O)N3CCOCC3)cc2)c(C)o1,-2%,u,-7%[10 µM],13%,u,-6%,-2%,-16%
Oc1c(Cl)cc(Cl)cc1/C=C/c1ccc2cccc(O)c2n1,u,3%,15%,u,3%,-20%,-17%,u
CCN(Cc1ccccc1)S(=O)(=O)c1ccc(C(=O)Nc2nnc(C3CC3)o2)cc1,-5%,u,-32%,u,1%,-63%[inhibitor],14µM*,-5%
O=C(COC(=O)c1n[nH]c2ccccc12)NC(=O)NC12CC3CC(CC(C3)C1)C2,5%,2%,-1%[10 µM],11%,-9%,-19%,-10%,-10%
Cc1nn(CC(=O)NCc2ccc(Cl)cc2)c(C)c1[N+](=O)[O-],0%,-4%,17%[10 µM],2%,0%,-51%[inhibitor],10%,-3%
CCOc1cc(N2CCOCC2)c(OCC)cc1NC(=O)COc1ccc2ccc(=O)oc2c1,-5%,7%,3%[1.9 µM],13%,-4%,-3%,-7%,-6%
Cc1cc(-n2c(SCC(=O)NCc3cccs3)nc3n[nH]c(C)c3c2=N)ccc1Cl,-1%,11%,-47%[inhibitor][0.074 µM],14%,-10%,-10%,-17%,-25%
O=C(Cn1c(=O)c2ccccc2n2nncc12)Nc1cccc(F)c1,3%,x,x,x,-7%,-2%,x,-2%
COc1ccc(-n2cc(CNCCc3nc(C)cc(C)n3)c(-c3ccccc3Cl)n2)cc1,9%,3%,-45%[10 µM],-32%[9.22 µM],2%,-78%[inhibitor],-2%,12%
O=c1n(Cc2ccccc2)c2cc(Cl)cnc2n1Cc1ccccc1,-12%,u,8%[10 µM],u,-16%,-21%,u,-20%
Cc1ccc(N2CCN(C(=O)c3ccccc3NC(=O)c3ccccc3C(=O)O)CC2)cc1,-16%,-4%,x,11%,2%,-8%,u,-1%
CCOc1ccccc1NC(=O)CCN1CCN(S(=O)(=O)c2ccc(OC)cc2)CC1,-3%,-8%,3%[10 µM],-2%,8%,6%,-1%,-6%
O=C(Nc1ccccc1N1CCCCC1)c1cccc([N+](=O)[O-])c1,-8%,-2%,4%[10 µM],10%,8%,-24%,7%,u
O=C(CNC(=O)C(c1ccccc1)c1ccccc1)OCC(=O)c1cccs1,5%,u,32%[10 µM],18%,-1%,9%,0%,3%
C/C(=N\NC(=O)c1cccnc1)c1ccc(C)c([N+](=O)[O-])c1,-12%,u,-73%[inhibitor],-4%,1%,-3%,11%,-6%
CCCCNc1nc(NC)nc(Cl)c1SC,-7%,3%,6%,8%,5%,-10%,7%,-2%

# Entries from the list above with bromine:
SMILES,Tau ThT inhib,ALDH1A1 block,HTT cytoprotect,HTT aggregate,Tau fibril FP,SMN2 splice enh,JMJD2E inh,Tau fluor counter
Cc1cnn(-c2ccc3nnc(-c4ccc(Br)cc4)n3n2)c1,-3%,5%,-4%,u,0%,-2%,8%,-2%
O=C(CCNS(=O)(=O)c1ccc(Br)cc1)NCc1cccs1,-5%,2%,-7%,-13%,2%,-7%,9%,-8%

# Some of the compounds tested; the hit share may differ from the screen's.
